PvdQ inh – P. aeruginosa PvdQ acylase inhibition; inhibition, % at 10 µM; purified PvdQ acylase, fluorescence plate reader; AID 488965; 340,000 compounds, 0.063% hits; in the data active = inhibition above about 30%, passing the limit was not always enough; inconclusive = no clear call, values can overlap the other calls;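 also: 0% = vehicle neutral wells and 100% = reference inhibitor wells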
SR-BI uptake up – enhances SR-BI lipid uptake from DiI-HDL | CHO ldlA[mSR-BI] cells, DiI-HDL uptake fluorescence, 3 h; 100 = double the neutral-control signal | activation, % at 12.5 µM | 320,000 compounds, 0.096% hits | AID 504775;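 active = mean replicate activation of at least 60% and every replicate at or above 60%; inconclusive = mean or all-replicate condition met, but not both; inactive = mean below 60% and not all replicates reaching 60%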;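 also: 0% = median plate neutral-control signal and 100% = twice that signal; values of inactives mirror those of a sister screen read the other way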
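Test system: SR-BI-overexpressing, LDLR-lacking CHO cells. Measured by: DiI fluorescence, bottom read. Medium: Ham's F12 with 0.5% BSA, HEPES 25 mM, pH 7.4. Timing: 3 h uptake period with compound, 37 °C.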
NSD2 inh – inhibitors of human histone methyltransferase NSD2; O96028; NSD2 peptide methylation, AlphaScreen, 120 min; inhibition, % at 12.5 µM; 310,000 compounds, 0.54% hits; AID 743445; in the data active = inhibition above about 50%
CAL PDZ FP-1 – blocks peptide binding to human CAL PDZ domain; Q9HD26; 330,000 compounds, 0.02% hits; inhibition, % at 20 µM; purified CAL PDZ, TMR-peptide fluorescence polarization, 1 h; AID 504414;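 active = highest replicate inhibition of at least 40%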;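 also: plate controls were DMSO neutral control wells for no effect and unlabeled competitor peptide control wells for full effect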
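Control set: unlabelled peptide and DMSO controls / Material: purified CerCALP PDZ construct / Timing: 1 h incubation at room temperature before polarization reading / Doses: 20 µM, one dose / Detection: fluorescence polarization (mP)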
SR-BI DiI inh – mouse SR-BI HDL lipid transfer inhibition; Q61009; ldlA[mSR-BI] CHO cells, DiI-HDL uptake fluorescence, 3 h; inhibition, % at 12.5 µM; 320,000 compounds, 0.96% hits; AID 488896;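 active = mean replicate inhibition of at least 70% and a set share of replicates each scoring 70 or more; inconclusive = meets just one of the two criteria; inactive = fails both criteria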;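 also: 0% = median of neutral control wells and 100% = median of positive control wells; values of inactives mirror those of a sister screen read the other way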
dFosB act – activators of mouse delta FosB homodimer; 340,000 compounds, 0.99% hits; P13346; purified delta FosB, TAMRA-CDK5 oligo fluorescence polarization; percent of positive-control signal above neutral wells; AID 493131; activation, % at 25 µM;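 active = mean activation above about 17%, with every replicate also reaching it, limit read from the data, passing the limit was not always enough; inconclusive = only one of the two conditions met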;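 also: fluorescence polarization rise as delta FosB binds a TAMRA Cdk5 AP-1 oligo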
Rtt109 HAT inh – C. albicans Rtt109 histone acetyltransferase inhibition | purified Rtt109/Vps75, ThioGlo CoA-SH fluorescence, 4 h | inhibition, % at 34.9 µM | 330,000 compounds, 0.16% hits;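 active = inhibition of at least 50% in every replicate; inconclusive = best replicate reaches 50% inhibition but some replicates fall short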
MITF TRPM1 HTS – MITF TRPM1 promoter activation in melanoma cells | activation, % at 12.5 µM | SK-MEL-5 TRPM1-promoter luciferase, 24 h; % of positive control, neutral wells = 0 | AID 588334 | 300,000 compounds, 0.75% hits;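 active = mean activation of at least 80% with every replicate also reaching 80%; inconclusive = mean reaches 80% but some replicate falls short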;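 also: 0% = neutral control wells and 100% = parthenolide positive control wells; values of inactives mirror those of a sister screen read the other way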
CAL PDZ FP-2 – CAL PDZ (human) peptide binding inhibition; Q9HD26; purified CAL PDZ, TMR-peptide fluorescence polarization, 1 h; inhibition, % at 24.9 µM; 300,000 compounds, 0.92% hits; AID 602252;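 active = mean inhibition of at least 30% with at least half of replicates also reaching 30%; inconclusive = no clear call, values can overlap the other calls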;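 also: 0% = DMSO neutral control and 100% = excess unlabeled competitor peptide PRC23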
PfHsp90 yeast 2 – inhibits growth of yeast expressing Plasmodium falciparum Hsp90 | S. cerevisiae expressing PfHsp90, BacTiter-Glo ATP, 48 h; yeast lacking PDR1 and PDR3 efflux regulators | inhibition, % at 9.4 µM | 310,000 compounds, 0.32% hits;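 active = every replicate shows inhibition above about 80%, whatever the replicate mean, limit read from the data; inconclusive = mean inhibition reaches the set limit but some replicate falls short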;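 also: 0% = DMSO neutral controls and 100% = 20 µM radicicol positive controls; yeast relying on Plasmodium falciparum Hsp90 in place of its own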
* marks the source's active call; other numbers are inactive results; ? = inconclusive; · = no result given.

SMILES	PvdQ inh	SR-BI uptake up	NSD2 inh	CAL PDZ FP-1	SR-BI DiI inh	dFosB act	Rtt109 HAT inh	MITF TRPM1 HTS	CAL PDZ FP-2	PfHsp90 yeast 2
Cc1nn2cc(-c3cccc(Cl)c3)cnc2c1Br	-5	-6	-3	1.3	6	3	-4	20	10	-10
Cn1c(=O)c(C(=O)NNC(=O)c2ccccc2F)c(O)c2ccccc21	-16	10	4	-3.3	-10	-11	6	-6	-1	13
O=C(CCS(=O)(=O)c1ccc(Cl)cc1)Nc1cccc(S(=O)(=O)N2CCCCCC2)c1	-12	-12	-1	-0.7	12	-9	3	-32	7	25
COc1ccc([C@H]2CC(=O)C=C(c3ccc(OC)c(F)c3)C2)cc1	-5	-31	·	-0.7	31	-14	-19	26	-2	-19
COc1cc(/C=C/c2[nH]c(=O)[nH]c(=O)c2[N+](=O)[O-])cc(OC)c1O	-10	2	16	-1.1	-2	0	3	·	-2	15
Cc1ccc(/C(N)=N/OC(=O)c2ccc(Cl)cc2Cl)cc1	-19	17	22	-1.7	-17	-5	0	17	1	-100
CC(C)C1=Nc2cccc3cccc(c23)N1	2	-5	0	0.0	5	6	-4	·	-2	·
CN(C)S(=O)(=O)c1ccc(C(=O)OCC(=O)N2CC3(C)CC2CC(C)(C)C3)cc1 (stereo unspecified)	-10	·	7	-1.8	9	-2	1	-2	-5	3
Cc1ccc(CCNC(=O)CCNS(=O)(=O)c2ccc3c(c2)c(=O)n(C)c(=O)n3C)cc1	0	12	2	-2.5	-12	-11	6	4	·	-9
CC(=O)Nc1ccc(C(=O)Cn2nnc3ccccc3c2=O)cc1	-8	44	6	-0.6	-44	-7	9	22	-7	-43
Cc1ccc(S(=O)(=O)NNc2ccccc2)c(C)c1	-8	-5	0	-0.4	5	6	-4	-3	-3	11
CC(=O)c1ccccc1NC(=O)COC(=O)c1c(C)nn(-c2ccccc2)c1C	-13	3	-4	-0.6	-3	-14	10	29	-2	12

Part of the list above, as comma-separated lines:
SMILES,PvdQ inh,SR-BI uptake up,NSD2 inh,CAL PDZ FP-1,SR-BI DiI inh,dFosB act,Rtt109 HAT inh,MITF TRPM1 HTS,CAL PDZ FP-2,PfHsp90 yeast 2
COc1ccc([C@H]2CC(=O)C=C(c3ccc(OC)c(F)c3)C2)cc1,-5,-31,·,-0.7,31,-14,-19,26,-2,-19
COc1cc(/C=C/c2[nH]c(=O)[nH]c(=O)c2[N+](=O)[O-])cc(OC)c1O,-10,2,16,-1.1,-2,0,3,·,-2,15

Next section
SMILES	PvdQ inh	SR-BI uptake up	NSD2 inh	CAL PDZ FP-1	SR-BI DiI inh	dFosB act	Rtt109 HAT inh	MITF TRPM1 HTS	CAL PDZ FP-2	PfHsp90 yeast 2
CC(=O)Nc1ccc(NC(=O)C2CCCN2C(=O)NCc2ccccc2)cc1 (stereo unspecified)	-12	15	10	-1.9	-15	-5	-9	2	-2	20
COc1cc(-c2cc3nc4ccccc4n3c(N)c2C#N)cc(OC)c1OC	-7	·	-1	-2.1	·	7	-48	10	0	-13
Cc1ccc(NC(=O)CC2C(=O)N(Cc3ccccc3)C(=S)N2NC(=O)c2cccc(F)c2)c(C)c1 (stereo unspecified)	5	-31	-1	-0.6	31	?	31	-9	-3	5
Cc1cccc(NC(=O)NCc2ccc3c(c2)cc(C)n3C)c1	-11	-11	·	-0.3	11	-7	14	-7	·	6
Cc1ccc(S(=O)(=O)NNC(=O)Nc2ccccc2F)c(C)c1	-10	31	-1	-1.1	-31	2	4	-2	0	-16
O=C(Nc1ccc(S(=O)(=O)Nc2ncccn2)cc1)C1CC(=O)N(c2ccccc2)C1 (stereo unspecified)	-5	18	0	-2.2	-18	4	10	0	-3	·
O=C(CSc1nnc2c(Cl)cc(Cl)cn12)N1CCN(S(=O)(=O)c2ccccc2)CC1	-12	-5	1	-1.1	5	-4	1	6	-1	5
Cc1cc(C)n(CCC(=O)N2c3ccccc3CC2C)n1 (stereo unspecified)	-5	-20	-2	-2.9	20	1	-5	-4	-1	-7
O=C(Nc1ccc(NC(=O)c2ccco2)c(Cl)c1)c1ccccc1	6	-30	-1	0.0	30	16	7	?	·	6
OCCCNc1ncnc2c1[nH]c1ccccc12	4	3	0	-1.4	-3	-2	11	·	·	6
CC(=O)Nc1ccc(S(=O)(=O)NCc2ccc(C)n2C)cc1	-11	·	23	0.6	·	0	7	-7	·	-8
N#Cc1cc2c(nc1SCC(=O)O)CCCCC2	-13	·	-2	-1.8	·	5	-5	9	-2	5
CCOC(=O)[C@H]1[C@H]2COc3ccc(C)cc3[C@@H]2N2C(=O)c3cc(OC)c(OC)cc3NC(=O)[C@@]12C	-8	-26	·	-0.1	26	-3	2	12	-2	12
COc1ccc(-c2csc(NC(=O)c3cc(C)on3)c2C#N)cc1OC	-24	14	0	-0.1	-14	3	-7	18	-1	-23
Clc1ccc(OCc2nnc(SCCN3CCCCC3)n2Cc2ccco2)cc1	11	9	3	-4.0	-9	-1	10	·	0	·
CC1=CC(C)(C)N(C(=O)CSc2ncn[nH]2)c2ccccc21	-6	2	-11	-1.6	-2	-1	1	2	·	·
Cc1cccc(C)c1NC(=O)NCCSc1snnc1C	-16	21	-3	-0.3	-21	3	-1	-2	·	12
CC(C)Nc1nc(Cl)nc(N(C#N)CN2C(=O)c3ccccc3S2(=O)=O)n1	-13	·	10	-2.9	·	-3	-5	-27	-2	1
CN(C)S(=O)(=O)c1ccc(N2CCCC2)c(C(=O)Nc2ccccc2F)c1	-11	4	-2	-2.1	-4	-7	-7	-8	1	-6
N#Cc1c(-c2ccc(F)cc2)cc(-c2ccccc2)nc1SCC(=O)NCC(=O)O	-11	·	-2	-0.1	·	-19	6	-3	19	-8
CN1C(=O)C(CCC(N)=O)NC1=S (stereo unspecified)	-8	-1	·	0.1	1	-1	-9	·	·	-5
Cc1ccc(/C(N)=N/OC(=O)c2cccs2)cc1	0	8	1	-1.2	-8	-2	18	17	-3	0
CS(=O)(=O)c1ccc(NC(=O)C2CC(=O)N(c3ccc4c(c3)OCCO4)C2)cc1 (stereo unspecified)	-7	19	0	-2.2	-19	-4	-7	-3	-2	·
COC(=O)c1ccc(N2NC(=O)/C(=C/c3cc(OC)c(OC)c(OC)c3)C2=O)cc1	-9	11	2	-1.5	-11	-6	2	-1	6	16
c1cc(CNC2=NCCCCC2)ccn1	-11	20	3	0.3	-20	2	13	-2	-3	-16
CCOC(=O)N1CCN(C(=O)CS(=O)Cc2nc(-c3cccc(C)c3)oc2C)CC1 (stereo unspecified)	13	-5	·	0.4	5	-8	-2	4	1	3
CC(C)(C)[C@H]1C=C(C(=O)NCc2ccccc2)O[C@@H](OCCCCO)C1	-10	-2	·	-0.7	2	6	-11	-4	3	6
N#C/C(=C\c1cccc(Cl)c1)C(=O)c1ccccc1	-16	17	9	0.1	-17	-4	7	-1	-6	10
CSc1ccc(/C=N/N2CCN(Cc3ccc(Cl)cc3)CC2)cc1	4	10	·	0.0	-10	-4	-2	-10	0	16
N#Cc1ccc(CSc2nnc(NC(=O)CN3C(=O)C4CC=CCC4C3=O)s2)cc1 (stereo unspecified)	-15	7	-3	-1.9	-7	-1	1	-11	-4	4
COc1cc(C(=O)Nc2ccc3c(c2)ncn3C)cc(OC)c1OC	-6	-53	-2	-1.5	53	-7	0	·	-4	-13
Cc1cc(=O)c(C(=O)Nc2cccc(C(=O)NC3CC3)c2)nn1-c1ccccc1Cl	6	-17	0	-0.9	17	-45	7	-4	-1	4
CC(Oc1ccc(S(=O)(=O)N2CCCC2)cc1[N+](=O)[O-])C(=O)NC(C)c1ccccc1 (stereo unspecified)	-16	-39	-7	-3.7	39	-15	16	-1	·	20
O=S1(=O)[C@H]2C[C@@H]3C=C[C@@]2(CN1Cc1cccc(Cl)c1)O3	9	31	·	-0.4	-31	3	-3	-13	-3	-9
COc1ccc(-c2ccnc3c(C#N)cnn23)cc1	2	-10	-8	-3.1	10	-8	-10	8	7	-7
CCCN1CCC(=O)N([C@H](CO)c2ccccc2)CC1	-4	31	·	-0.9	-31	0	-1	8	-7	5
Cc1ccc(C(=O)NNC(=O)c2csc(N3CCOCC3)n2)s1	-2	35	0	-4.3	-35	-1	1	-4	-3	7
O=C(c1cccs1)N1CCN(c2ccccc2)CC1	-7	6	-1	-2.1	-6	-1	-7	23	-1	·
Nc1cc(=O)[nH]c(SCC(=O)Nc2ccc(N3CCCCC3)cc2)n1	-8	17	-7	-0.5	-17	-5	-6	0	-3	7
Cc1cccc(N(CC(=O)Nc2ccc(F)cc2)S(C)(=O)=O)c1	13	15	-2	-1.4	-15	-4	·	·	-4	·
O=C(O)c1cccc(Nc2ncnc3ccc(Br)cc23)c1	-13	·	-1	-4.4	·	-10	1	-2	-3	5
C=CCC(Nc1ccco1)c1ccccc1 (stereo unspecified)	-4	5	1	0.5	-5	-7	15	8	-2	-14
COc1ccc(NC(=O)CN(C)C(=O)c2cn(-c3ccccc3)nc2-c2ccc(F)cc2)cc1	-10	-6	-3	0.0	6	-17	?	-5	-9	0
CN(Cc1ccc(Cl)s1)C(=O)CN1C(=O)N(C)C2(CCCCC2)C1=O	-3	26	0	-0.5	-26	7	-1	24	·	1
O=C(O)CC1(CC(=O)NCc2ccc(F)cc2)CCCCC1	4	14	0	·	-14	1	9	16	4	-3
CC(=O)C1CCCN(C(=O)c2ccc3oc(CCc4ccccc4)nc3c2)C1 (stereo unspecified)	-11	-12	1	-0.2	12	-7	-2	25	47*	-17
Cc1ccc(CNS(=O)(=O)c2c(C)[nH]c(C)c2C(=O)N2CCCCC2)cc1	1	10	·	-0.7	-10	-1	17	4	1	-3
C[C@@H]1CN(C(=O)c2ccc(OC3CCN(S(=O)(=O)N(C)C)CC3)cc2)C[C@H](C)O1	9	20	-2	-1.2	-20	4	8	10	-1	-12
COc1ccc(N2C(=O)CCC(C(=O)N3CCCCC3)C2c2ccc(F)cc2)cc1 (stereo unspecified)	-10	18	·	-0.5	-18	-4	-26	-1	59*	-2
Cc1cccc(NC(=O)CCN2CCOCC2)c1	7	11	-2	-0.9	-11	-4	10	-4	0	6
COc1cccc(CN(C)C(=O)c2cccc(OC3CCN(C4CCCC4)CC3)c2)c1	3	22	1	-0.5	-22	-3	2	11	·	1
O=C(NC(Cc1c[nH]c2ccccc12)c1nnc2n1CCCCC2)c1cccs1 (stereo unspecified)	8	15	-3	-2.8	-15	-5	16	-3	-2	7
COC(=O)Cn1c(=NC(=O)c2cc(-c3cccs3)nc3ccccc23)sc2cc(S(N)(=O)=O)ccc21	1	48	·	-2.4	-48	0	-74	-4	0	-2
CCOC(=O)c1c(C)[nH]c(C(=O)/C(C#N)=C/c2ccc(OCC)cc2)c1C	-11	7	0	-1.1	-7	-16	1	7	1	13
COc1ccc(NC(=S)NCCCN2CCCC2=O)c(OC)c1	7	4	0	-1.6	-4	-6	23	-8	-4	-12

Not a hit list. Share with any hit: about 4.3%.
